MsrA inh: inhibits bovine methionine sulfoxide reductase A; purified bovine MsrA, absorbance read-out; inhibition, % at 15.5 µM; 0.75% of 360,000 active; in the data active = inhibition above about 4.5%;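 also: 0% = vehicle wells with enzyme and 100% = reference inhibitor wells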
FAS TE block: inhibitors of human fatty acid synthase thioesterase domain; recombinant FAS-TE, OMFH fluorogenic substrate, fluorescence endpoint; 0.67% of 360,000 active; inhibition, % at 15 µM; AID 602261;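 active = compounds whose normalised, plate-corrected inhibition of enzyme fluorescence in the single-dose primary screen is 50% or more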;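 also: 0% = DMSO with enzyme and 100% = substrate without enzyme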
TbMetRS inhib: blocks T. brucei methionyl-tRNA synthetase activity | AID 624268 | 0.4% of 360,000 active | purified T. brucei MetRS, ATP depletion, Kinase-Glo luminescence | inhibition, % at 11.9 µM;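 active = inhibition above a per-plate cutoff of the control wells' mean inhibition plus 3 SD, cut at about 5.5% in these data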;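 also: 0% = DMSO wells median and 100% = median of wells with control inhibitor compound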
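Measured by: Kinase-Glo luciferase luminescence reporting remaining unconsumed ATP. Material: purified T. brucei MetRS enzyme. Doses: 11.9 µM compound single dose, 0.9% DMSO. Medium: HEPES buffer containing pyrophosphatase, BSA, spermine, DTT. Times: 15 min preincubation, 2 h reaction, all 25 °C. Reagent: methionine, ATP and bulk E. coli tRNA.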
PABP1 MLLE inh: inhibitors of microRNA-mediated deadenylation, human PABP1 MLLE binding | P11940 | GST-MLLE / FITC-PAM2 fluorescence polarization | inhibition, % at 20 µM | 0.36% of 360,000 active | AID 588489; in the data active = inhibition above about 35%, passing the limit was not always enough;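 also: plate controls were DMSO wells with GST-MLLE for no effect and wells lacking GST-MLLE protein for full effect; some results filed as inactive read as strong as hits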
Target sequence (P11940 whole entry, looked up): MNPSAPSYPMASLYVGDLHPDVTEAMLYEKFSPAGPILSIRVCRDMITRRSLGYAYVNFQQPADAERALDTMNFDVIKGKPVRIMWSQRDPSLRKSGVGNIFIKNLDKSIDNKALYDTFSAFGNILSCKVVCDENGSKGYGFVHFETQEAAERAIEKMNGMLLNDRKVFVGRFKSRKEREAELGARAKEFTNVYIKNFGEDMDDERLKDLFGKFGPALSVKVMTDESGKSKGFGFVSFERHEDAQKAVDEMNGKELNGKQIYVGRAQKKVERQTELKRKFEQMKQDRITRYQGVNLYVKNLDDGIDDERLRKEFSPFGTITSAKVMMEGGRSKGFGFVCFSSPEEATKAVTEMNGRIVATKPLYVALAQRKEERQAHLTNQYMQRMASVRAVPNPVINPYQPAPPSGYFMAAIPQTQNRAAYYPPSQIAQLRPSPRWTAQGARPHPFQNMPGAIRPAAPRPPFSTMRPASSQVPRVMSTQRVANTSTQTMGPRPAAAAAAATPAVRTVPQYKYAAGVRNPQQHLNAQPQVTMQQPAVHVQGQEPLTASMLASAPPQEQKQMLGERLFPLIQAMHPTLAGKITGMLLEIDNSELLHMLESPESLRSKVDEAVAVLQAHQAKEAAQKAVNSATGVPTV
CSN deneddyl inh: inhibitors of human CSN-mediated cullin deneddylation; Purified CSN, SCF-Nedd8-OG deneddylation, fluorescence polarization; AID 651999; inhibition, % at 12.5 µM; 0.38% of 360,000 active;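 active = pattern-corrected inhibition above about 35%, with an unprinted fluorescence ratio check between 0.5 and 1.5, limit read from the data, passing the limit was not always enough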;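 also: 0% = enzyme with substrate and 100% = substrate without enzyme; some results filed as inactive read as strong as hits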
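Test system: purified human Csn5 enzyme expressed in HEK293T cells. Amount: 0.24 nM enzyme. Reagent: SCFSkp2-Nedd8OG substrate at 10 nM final. Schedule: 90 min incubation of compound, enzyme and substrate at room temperature. Detection: fluorescence polarization. Read-out: % inhibition of substrate cleavage by Csn5.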
bovine MsrA act: activates bovine MsrA enzyme. 0.3% of 360,000 active. purified bovine MsrA, absorbance read-out. activation, % at 10.6 µM. AID 602163; in the data active = activation above about 7.5%;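 also: 0% = vehicle and 100% = reference activator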
Rin1 Abl inh: blocks binding of human Rin1 to Abl; AID 588664; P00519+Q13671; inhibition, % at 7.35 µM; TR-FRET Rin1/Abl binding, biochemical; 0.4% of 360,000 active; in the data active = inhibition above about 5%, passing the limit was not always enough
eLon inh: E. coli protease La inhibition | 0.42% of 360,000 active | AID 602123 | inhibition, % at 7.94 µM | purified E. coli Lon protease, fluorescence polarization; in the data active = inhibition above about 13%, passing the limit was not always enough;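 also: 0% = enzyme with probe and DMSO and 100% = no enzyme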
Neddylation inh: blocks human cullin neddylation. P61081+Q13564. TR-FRET cullin neddylation, biochemical. calls only at 25 µM. 0.58% of 360,000 active; in the data active = inhibition above about 36%
Active calls of the source: *; i = inactive; nt = not tested or not shown. An unsorted share of the library. Share with any hit: about 4%.

SMILES	MsrA inh	FAS TE block	TbMetRS inhib	PABP1 MLLE inh	CSN deneddyl inh	bovine MsrA act	Rin1 Abl inh	eLon inh	Neddylation inh
CN(CC(=O)Nc1ccccc1Cl)CC(=O)c1c(N)n(Cc2ccccc2)c(=O)n(C)c1=O	0.1	-16	-0.3	-15	0	-2	2	-9	i
Nc1nc(-c2ccc3c(c2)NC(=O)CO3)cs1	0.8	-11	0.1	12	-2	1	0	-2	i
O=C(O)/C=C/c1ccc2noc(-c3ccccc3)c2c1	1.4	8	-0.2	2	6	-2	-1	0	i
CCCc1cc(=O)[nH]c(SCC(=O)N2C(C)CCCC2C)n1 (stereo not drawn)	-0.5	-3	0.2	-14	0	-3	2	1	i
O=C1c2ccccc2S(=O)(=O)c2cc(C(=O)N3CCCC3)ccc21	-0.9	-6	-0.4	4	4	-1	-2	5	i
O=C(O)C1=CCCN(CCON=C(c2ccccc2)c2ccccc2)C1	-1.4	-2	-1.1	-3	6	-5	0	0	i
O=C(O)C1CC(c2ccc(F)cc2)=NO1 (stereo not drawn)	0.3	-9	-1.1	2	28	1	2	-4	i
CN(CC(=O)O)S(=O)(=O)c1ccc2[nH]c(=O)c(=O)[nH]c2c1	0.7	-6	-0.8	-2	2	-1	-3	6	i
C=CCn1c2c(c(=O)[nH]c1=S)CN(C(C)c1ccccc1)CN2 (stereo not drawn)	2.2	-7	-0.9	-51	4	-5	-3	1	i
CC(C)S(=O)(=O)N1CCCC(c2cc(C(=O)NCc3ccccc3)no2)C1 (stereo not drawn)	-0.2	-2	-0.3	-4	-5	1	1	-1	i
N=c1c(C(=O)NCC2CCCO2)cc2c(=O)n3ccccc3nc2n1Cc1cccnc1 (stereo not drawn)	3.4	-15	-0.6	31	-3	-2	-9	-14	nt
CC(=O)Nc1cc(NC(C)=O)cc(C(=O)N2CCCC3CCCCC32)c1 (stereo not drawn)	-1.5	-2	0.1	-28	3	-4	2	-5	i
COc1cccc(C2c3[nH]c4ccccc4c3C[C@H]3C(=O)N(CCCOC(C)C)CC(=O)N23)c1 (stereo partly drawn)	1.0	-4	3.3	4	6	-3	4	-6	i
O=C(CCc1ccccc1)Nc1ccc(Cl)cn1	-0.4	0	-0.3	-4	11	-1	-1	-3	i
CC(C)[C@H]1COCCS(=O)(=O)N1Cc1ccccc1-c1cccc(Cl)c1	0.1	20	0.8	13	0	-3	1	-10	i
O=C(O)CC/C(=N\NC(=O)CNC(=O)/C=C/c1ccccc1)c1ccccc1	0.2	-6	-0.3	1	4	-7	-2	8	i
O=C(NC1CCCCC1)C(c1cccs1)N(C(=O)C(F)(F)F)c1ccccc1 (stereo not drawn)	0.9	-1	-0.2	7	0	-2	0	-7	i
Cc1cc(C)cc(C(=O)OCC(=O)NC(=O)NC2CCCC2)c1	0.3	6	-0.4	-5	8	-1	-1	7	i
CC(C)c1ccc(C2NC(=O)CCC2[N+](=O)[O-])cc1 (stereo not drawn)	0.6	-5	-1.1	4	-2	-3	3	0	i
O=C(Cn1cnc2c(NCc3ccccc3)ncnc21)NCc1ccccc1	0.8	-6	0.1	-9	-5	-4	-3	1	i
COc1cccc(/C=N/NC(=O)C(=O)NCc2cccnc2)c1	-0.2	-10	0.2	-1	5	-1	3	-5	i
CCOC(=O)CSc1nc2c(c(=O)[nH]c(=O)n2C)n1CCc1ccccc1	0.3	-7	-0.8	-3	-1	5	0	1	i
Cc1ccc(NC(=O)c2cc(S(=O)(=O)N3CCOCC3)c(Br)s2)cc1	0.4	-3	-0.4	3	-13	-8	-2	-7	i
CSc1ccc(CN2C(=O)NC3(CCCCC3)C2=O)cc1	2.1	0	-0.5	-6	0	-5	5	-6	i
Cc1ccn2c(=O)nc(SCC(=O)Nc3cc(C)on3)nc2c1	1.6	-4	-0.1	17	-4	-4	2	1	i

The results go on.
SMILES	MsrA inh	FAS TE block	TbMetRS inhib	PABP1 MLLE inh	CSN deneddyl inh	bovine MsrA act	Rin1 Abl inh	eLon inh	Neddylation inh
C[C@H](NC(=O)c1nc[nH]c1C(=O)N[C@@H](Cc1ccccc1)C(=O)OCc1ccccc1)C(=O)OCc1ccccc1	0.1	17	0.1	2	-2	-1	1	-4	i
CC(C)(C)c1cccc(OCCCSc2ncccn2)c1	0.3	46	-0.4	1	-2	-1	-1	6	i
COc1nc(C)cc(C)c1S(=O)(=O)c1ccccc1C	1.4	0	0.4	3	9	-2	-4	3	i
CCOC(=O)C1=C(C)NC(C)=C(C(=O)OC)C1c1cccc([N+](=O)[O-])c1 (stereo not drawn)	-0.8	22	-0.7	13	3	-1	2	2	i
C/C=C/C(=O)OCC(=O)Nc1cccc(F)c1	1.9	-3	-0.3	8	-10	0	2	10	i
CC(=O)C1C(c2ccccc2)c2c(noc2C)CC1(C)O (stereo not drawn)	0.3	-3	0.1	-16	-4	0	1	1	i
CN(c1ccccc1)S(=O)(=O)c1ccc(Cl)c(C(=O)Nc2ccc(-c3nc4ccccc4[nH]3)cc2)c1	4.3	42	0.8	0	2	-4	0	8	nt
O=C(O)CCCCCN1C(=O)c2ccc(C(=O)O)cc2C1=O	0.2	-6	-0.7	1	5	0	1	-6	i
Cc1ccc(NC(=O)Cn2c(O)c(N=NC(=O)c3ccncc3)c3ccccc32)cc1	nt	-3	-0.8	-6	0	-4	-1	-1	i
COc1cccc(C2CC(c3ccc(Cl)cc3Cl)n3nc(N)nc3N2)c1 (stereo not drawn)	0.0	4	-0.3	-8	-1	-2	-2	-2	i
COc1ccc(CCN(C)C/C=C/c2ccccc2[N+](=O)[O-])cc1OC	2.0	-5	0.1	1	1	-2	-1	-10	i
COc1cc2[nH]c(=O)n(CCC(=O)NCCCN3CCN(c4ccccc4F)CC3)c(=O)c2cc1OC	0.8	-1	-0.7	3	3	1	-2	2	i
O=C(Nc1cccc(F)c1)Nc1ccc2c(c1)OCO2	1.7	0	-0.4	-9	3	-7	0	-3	i
Cc1ccc(NC(=O)O/N=C2\CCCCC2c2ccc([N+](=O)[O-])cc2[N+](=O)[O-])cc1 (stereo not drawn)	0.2	22	-0.1	-2	-2	-1	-4	1	i
Cc1oc(/N=C/c2ccc(F)cc2)c(C#N)c1C	-0.4	5	0.3	2	0	0	0	-4	i
CCOC(=O)C(C)n1nc(/C=C/c2ccccc2)ccc1=O (stereo not drawn)	0.8	0	-1.3	19	3	-5	-1	-4	nt
Cc1ccc(CN2CCNC(=O)C2CC(=O)N(C)CCc2cnn(C)c2)cc1 (stereo not drawn)	-0.3	-1	0.0	14	0	-3	-5	1	i
O=c1cc(CSc2nnnn2-c2ccccc2)nc2sccn12	0.7	0	-0.1	21	-4	-1	2	-10	i
Cc1noc(C)c1C(=O)Nc1ccc(F)c(F)c1	0.6	-3	-1.6	-14	0	-6	-1	6	i
O=C(Nc1cccc(C(=O)N2CCCC2)c1)C1CCCCC1	-1.1	-11	-0.3	-5	0	-2	2	-5	i
COC(=O)c1ccc(NC(=O)Nc2ccc3c(c2)OCO3)cc1	-1.3	4	-0.4	2	-1	-3	1	-2	i
N#Cc1c(-c2ccccc2)nc(SCC(=O)N(c2ccccc2)c2ccccc2)[nH]c1=O	0.8	5	0.2	-7	4	-2	-3	-5	i
CC1(C)OC(=O)C=C(CC2NS(=O)(=O)OC3CCCCC23)O1 (stereo not drawn)	-0.7	-8	-0.5	9	2	-5	4	-3	i
O=C(NC(=S)NC1CCCC1)c1ccccc1Br	0.8	3	0.1	14	0	-3	1	-4	i
Cc1cc(C(=O)N2CCN(c3ccc([N+](=O)[O-])cc3)CC2)no1	1.9	-6	-1.5	-1	-13	-14	0	-1	i
CN(c1ccccc1)S(=O)(=O)c1ccc(C(=O)NCc2cccs2)cc1	-0.1	-1	0.1	8	8	-4	-6	-8	i
O=C(c1ccc(S(=O)(=O)Nc2ccccc2Cl)cc1)N1CCCC1	-0.1	-4	-0.2	1	0	-2	1	1	i
O=C(O)C1C2CC2CN1C(=O)c1ccc(Cl)cc1 (stereo not drawn)	1.1	-1	-0.7	7	-1	-2	-1	2	i
O=C(NC1CCCCCC1)C(=S)NC1CCCCC1	-0.3	-1	0.4	15	-3	-4	2	-2	i
CCCCCc1c(Cc2ccccc2)ncn1CCc1ccccc1OC	0.1	11	-1.0	nt	-7	-2	nt	-1	i
